Bioassay records (PubChem)
TLR4 MyD88 comp: TLR4-MyD88 interaction inhibition in cells. inhibition, % at 8.4 µM. hit rate 0.18% among 200,000. HeLa CL3-4 TLR4/MyD88 BLA complementation, FRET ratio. O00206+Q99836; in the data active = inhibition above about 25%;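 note: 0% = vehicle and 100% = reference inhibitor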
PMI act satM6P: PMI (human) activation, high substrate; coupled PMI enzyme assay, resazurin fluorescence, 20 min; hits give high values; 1 = untreated enzyme, 0 = substrate-free blank; activation factor at 20 µM; hit rate 0.34% among 190,000;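 active = activation factor of 2 or more at 20 µM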
Target sequence (P34949 whole entry, looked up): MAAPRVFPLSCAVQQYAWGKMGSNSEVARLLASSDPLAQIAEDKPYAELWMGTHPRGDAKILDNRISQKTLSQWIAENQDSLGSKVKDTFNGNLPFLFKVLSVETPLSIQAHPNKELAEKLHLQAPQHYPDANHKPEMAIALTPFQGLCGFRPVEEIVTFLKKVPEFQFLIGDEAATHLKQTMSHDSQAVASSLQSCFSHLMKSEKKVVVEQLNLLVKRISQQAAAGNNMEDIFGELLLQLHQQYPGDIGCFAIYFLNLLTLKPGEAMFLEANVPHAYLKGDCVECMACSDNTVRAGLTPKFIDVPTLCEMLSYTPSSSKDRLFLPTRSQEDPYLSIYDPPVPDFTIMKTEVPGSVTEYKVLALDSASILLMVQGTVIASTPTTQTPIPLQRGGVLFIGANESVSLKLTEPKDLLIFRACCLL
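Test system: human phosphomannose isomerase with PGI, G6PDH, diaphorase coupling enzymes; Amount: PMI at 15 ng/mL final; Reagent: Mannose-6-phosphate 1.0 mM (near-saturating) plus 0.22 mM NADP+; Timing: 20 min, room temperature; Technique: resorufin fluorescence at Ex 544/Em 590 nm; Dosing: 20 µM single dose.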
Hsp70 activator: transcriptional activators of Hsp70; HeLa Hsp70 promoter luciferase reporter, luminescence; scaled: vehicle 0, proteasome-inhibitor control 100%; activation, % at 10 µM; hit rate 0.04% among 200,000; AID 1203;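 active = activation above the mean across all tested compounds plus 3 SD, cutoff set per campaign, cut at about 5.5% in these data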;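 note: 100% = MG132 at 30 µM as the positive control and 0% = DMSO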
Diaph inh CS: inhibits diaphorase or chemically oxidizes, flagging diaphorase assay artifacts | diaphorase resazurin-to-resorufin fluorescence, NADH, 16 min; bacterial (C. kluyveri) enzyme, not human | inhibition, % at 20 µM | AID 1217 | hit rate 0.69% among 190,000;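 active = primary screen inhibition at 20 µM above a set limit, cut at about 50% in these data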;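 note: plate controls were DMSO with full reaction for no effect and wells lacking NADH for full effect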
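System: Diaphorase enzyme from Clostridium kluyveri | Amount: Enzyme working solution with 0.14 U/mL diaphorase | Benchmarks: No-NADH positive control and DMSO neutral control | Signal: Fluorescence of resorufin formed from resazurin, Ex 544/Em 590 nm | Schedule: 16-min room-temperature incubation before reading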
G6PDH CS: counter-screen for G6PDH assay hits: L. mesenteroides G6PDH inhibition | Purified L. mesenteroides G6PDH, diaphorase/resazurin coupled fluorescence, 45 min | inhibition, % at 5 µM | hit rate 0.12% among 200,000 | AID 1020
Diaphorase act: counter-screen for diaphorase-based assays: diaphorase activators and chemical reducers; activation factor at 20 µM; Diaphorase/resazurin coupled assay, resorufin fluorescence, 16 min; hits give high values; 1 = vehicle wells, 0 = NADH-free wells; hit rate 0.005% among 190,000;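 active = diaphorase activity raised at least twofold by the compound at 20 µM; inactive = activation factor below 2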
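Material: bacterial diaphorase enzyme (C. kluyveri); amount: enzyme 0.07 U/mL final; reagent: NADH substrate 0.114 mM plus resazurin dye 0.1 mM, final; doses: single compound dose of 20 µM, 1% DMSO final; timing: 16 min enzyme reaction, ambient temperature; measured by: fluorescence of resorufin, 544 nm excitation, 590 nm emission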
Redox H2O2 prof: compounds producing H2O2 with reducing agent – biochemical, NIH compound library profiling, artefact control for MLSCN library redox annotation, primary screen; DTT-dependent redox cycling H2O2, phenol red/HRP absorbance; 100% = 100 µM peroxide control, 0% = buffer; activation, % at 10 µM; hit rate 0.03% among 200,000; AID 878;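 active = activation of at least 50% relative to the plate's high and low controls in the primary single-dose screen; inactive = activation below 50%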;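 note: compound incubated with DTT at 0.8 mM final as the reducing agent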
Lmaj promast: Leishmania major promastigote growth inhibition; Leishmania major promastigotes, resazurin fluorescence viability; inhibition, % at 10 µM; hit rate 9% among 200,000;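 note: promastigotes grown with compound for 44 hours at 28 °C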
RAM network inh: yeast RAM network inhibition. S. cerevisiae dse1pr::URA3 reporter, 5-FOA growth OD615, 2 d; analog-sensitive cbk1-as2 kinase mutant strain. inhibition, % at 50 µM. hit rate 1.8% among 190,000;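 active = inhibition above a set limit, 3 SD over mean compound inhibition, cut at about 8.4% in these data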;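 note: 0% = DMSO-only wells with no growth and 100% = 10 µM 1-NA-PP1 full growth; inhibition rescues growth on 5-FOA so higher OD means more RAM inhibition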
S1P3 antag: antagonists of human S1P3 receptor | Q99500 | CHO S1P3 NFAT-BLA reporter, FRET fluorescence, antagonist mode | inhibition, % at 4.98 µM | hit rate 0.27% among 170,000 | AID 485;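 active = inhibition above the plate cutoff, the mean inhibition of test wells on that plate plus 3 SD, cut at about 28% in these data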;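 note: cells challenged with S1P at its EC80 of 0.8 µM; blue over green emission ratio from cleaved BLA substrate after 4 h stimulation; 0% = S1P-stimulated wells and 100% = unstimulated DMSO-only wells; some compounds past the cut are filed as inactive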
Target sequence (Q99500 whole entry, looked up): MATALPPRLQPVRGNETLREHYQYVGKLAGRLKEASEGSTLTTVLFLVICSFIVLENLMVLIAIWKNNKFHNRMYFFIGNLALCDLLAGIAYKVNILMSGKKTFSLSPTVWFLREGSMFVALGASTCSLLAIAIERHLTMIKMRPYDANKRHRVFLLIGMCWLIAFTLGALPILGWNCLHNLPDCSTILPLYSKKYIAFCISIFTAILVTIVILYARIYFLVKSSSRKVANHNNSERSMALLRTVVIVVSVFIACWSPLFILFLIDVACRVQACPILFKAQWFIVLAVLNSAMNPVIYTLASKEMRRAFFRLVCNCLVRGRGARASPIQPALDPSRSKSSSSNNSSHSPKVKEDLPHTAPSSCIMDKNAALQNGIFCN
PMI act: phosphomannose isomerase (human) activation | purified human PMI, coupled resazurin fluorescence, 20 min; hits give high values; 1 = vehicle control, 0 substrate-free wells | activation factor at 20 µM | hit rate 0.005% among 190,000 | AID 1214;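 active = activation factor of 2 or more at 20 µM, relative to plate controls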
* hit, by the source's call. Cut-off read from the data, not from the text of the source, unless noted: active = inhibition above about 50%; inactive = the rest. Rows were taken by chance. About 12% of those tested had a hit in this group.

How did Cc1cc(C)c(-c2cc(C(F)(F)F)no2)c(=O)[nH]1 do in these assays?
TLR4 MyD88 comp: 8; PMI act satM6P: 1.1; Hsp70 activator: -0.2; Diaph inh CS: -7; G6PDH CS: 3; Diaphorase act: 1.1; Redox H2O2 prof: 3.4; Lmaj promast: -9; RAM network inh: 1.5; S1P3 antag: -23; PMI act: 1.1

What do the screens show for `Cc1cc(/C=C2/NC(=O)NC2=O)c(C)n1-c1sc2c(c1C#N)CCCC2`?
TLR4 MyD88 comp: 0; PMI act satM6P: 1; Hsp70 activator: 0.1; Diaph inh CS: 3; G6PDH CS: 7; Diaphorase act: 1; Redox H2O2 prof: -1.1; Lmaj promast: 13; RAM network inh: 3.8; PMI act: 1

How did C=CCc1cc(OC)ccc1OCCON1C(=O)CCC1=O do in these assays?
TLR4 MyD88 comp: 18; PMI act satM6P: 1; Hsp70 activator: -0.2; Diaph inh CS: 4; G6PDH CS: -1; Diaphorase act: 1; Redox H2O2 prof: 0.9; Lmaj promast: -5; RAM network inh: 0.7; S1P3 antag: 0; PMI act: 1

What do the screens show for `Cc1cc2cc(CN3C(=O)c4ccccc4C3=O)ccc2n1C`?
TLR4 MyD88 comp: -5; PMI act satM6P: 1; Hsp70 activator: -0.3; Diaph inh CS: 4; G6PDH CS: -9; Diaphorase act: 1; Redox H2O2 prof: 1.2; Lmaj promast: -3; RAM network inh: 4.6; S1P3 antag: -1; PMI act: 1

Results for Cc1ccc(OCC(=O)N2CCN(C3=NS(=O)(=O)c4ccccc43)CC2)cc1 ?
TLR4 MyD88 comp: -9; PMI act satM6P: 0.9; Hsp70 activator: 0.2; Diaph inh CS: 12; G6PDH CS: -17; Diaphorase act: 0.9; Redox H2O2 prof: -0.3; Lmaj promast: 13; RAM network inh: 0.6; S1P3 antag: 4; PMI act: 0.9

Results for CCCNS(=O)(=O)c1ccc(OCC(=O)NCCC2=CCCCC2)cc1 ?
TLR4 MyD88 comp: -2; PMI act satM6P: 1; Hsp70 activator: -0.3; Diaph inh CS: 5; G6PDH CS: 1; Diaphorase act: 1; Redox H2O2 prof: 0.1; Lmaj promast: -1; RAM network inh: 2.8; PMI act: 0.9

Results for Cc1cc(C)c(S(=O)(=O)c2ccccc2)c(OC(=O)c2c(F)cccc2F)n1 ?
TLR4 MyD88 comp: -2; PMI act satM6P: 1.2; Hsp70 activator: -0.2; Diaph inh CS: 12; G6PDH CS: 6; Diaphorase act: 0.9; Redox H2O2 prof: -0.5; Lmaj promast: -6; RAM network inh: 2.9; S1P3 antag: -18; PMI act: 1.1

What do the screens show for `CCN(CCCNC(=O)C1CCN(S(=O)(=O)c2cnc[nH]2)CC1)c1cccc(C)c1`?
TLR4 MyD88 comp: -9; PMI act satM6P: 0.6; Hsp70 activator: -0.2; Diaph inh CS: 13; G6PDH CS: 16; Diaphorase act: 0.9; Redox H2O2 prof: -1.6; Lmaj promast: -5; RAM network inh: -1.4; S1P3 antag: -24; PMI act: 0.8

Results for O=c1c2[nH]c3ccc(F)cc3c2nc2n1CCS2 ?
TLR4 MyD88 comp: -7; PMI act satM6P: 1; Hsp70 activator: 0.2; Diaph inh CS: 11; G6PDH CS: -1; Diaphorase act: 0.9; Redox H2O2 prof: -3.1; Lmaj promast: 2; RAM network inh: 1.9; S1P3 antag: -20; PMI act: 0.9

How did O=C(NCCCO)c1cc([N+](=O)[O-])cc2c1C=Cc1ccccc1O2 do in these assays?
TLR4 MyD88 comp: -13; PMI act satM6P: 1; Hsp70 activator: -0.3; Diaph inh CS: 16; G6PDH CS: 1; Diaphorase act: 0.8; Redox H2O2 prof: -1.1; Lmaj promast: 97*; RAM network inh: 0.0; S1P3 antag: -4; PMI act: 1

Results for COCCNS(=O)(=O)c1cc(C)c(C)cc1C ?
TLR4 MyD88 comp: -2; PMI act satM6P: 1; Hsp70 activator: -0.2; Diaph inh CS: 13; G6PDH CS: 1; Diaphorase act: 0.9; Redox H2O2 prof: -1.0; Lmaj promast: -3; RAM network inh: 2.3; S1P3 antag: -14; PMI act: 1

Results for COc1ccc(NC(=O)CCCn2c(=O)oc3ccccc32)cc1Cl ?
TLR4 MyD88 comp: 6; PMI act satM6P: 0.9; Hsp70 activator: -0.3; Diaph inh CS: 6; G6PDH CS: 0; Diaphorase act: 0.9; Redox H2O2 prof: 0.4; Lmaj promast: 58*; RAM network inh: 4.0; S1P3 antag: 2; PMI act: 0.8

Results for CNC(=O)COC(=O)/C=C/c1cn(-c2ccccc2)nc1-c1ccc2c(c1)OCCO2 ?
TLR4 MyD88 comp: -5; PMI act satM6P: 0.9; Hsp70 activator: -0.2; Diaph inh CS: 13; G6PDH CS: 6; Diaphorase act: 0.9; Redox H2O2 prof: -1.3; Lmaj promast: 12; RAM network inh: 1.0; S1P3 antag: 0; PMI act: 1

What do the screens show for `COc1ccc(NC(=O)CC(c2ccc(F)cc2)c2ccc(OC)cc2)cc1` (stereo unspecified)?
TLR4 MyD88 comp: -7; PMI act satM6P: 1; Hsp70 activator: -0.5; Diaph inh CS: 7; G6PDH CS: -14; Diaphorase act: 0.9; Redox H2O2 prof: 1.5; Lmaj promast: -2; RAM network inh: 5.1; S1P3 antag: 15; PMI act: 0.9

How did O=C(CN(c1ccc(F)cc1)S(=O)(=O)c1ccccc1)Nc1ccccc1C(=O)O do in these assays?
TLR4 MyD88 comp: 7; PMI act satM6P: 1.1; Hsp70 activator: 0.1; Diaph inh CS: -17; G6PDH CS: 12; Diaphorase act: 1.2; Redox H2O2 prof: 0.0; Lmaj promast: 1; RAM network inh: 3.9; S1P3 antag: -7; PMI act: 1.2

What do the screens show for `CCN=C1SC(CC(=O)NC2CCCCC2)C(=O)N1CC` (stereo unspecified)?
TLR4 MyD88 comp: -6; PMI act satM6P: 1; Hsp70 activator: -0.4; Diaph inh CS: 1; G6PDH CS: 13; Diaphorase act: 1; Redox H2O2 prof: 2.4; Lmaj promast: 0; RAM network inh: -0.4; S1P3 antag: -20; PMI act: 0.9

Results for Cc1cccc(-n2c(=S)[nH]c3sc4c(c3c2=O)CCc2ccccc2-4)c1 ?
TLR4 MyD88 comp: 8; PMI act satM6P: 0.2; Hsp70 activator: -0.3; Diaph inh CS: 70*; G6PDH CS: 0; Diaphorase act: 0.3; Redox H2O2 prof: -0.5; Lmaj promast: -1; RAM network inh: 6.1; S1P3 antag: 11; PMI act: 0.2

Results for COc1ccc(NS(=O)(=O)c2ccc(C(=O)N3CCN(Cc4ccccc4)CC3)cc2)cc1 ?
TLR4 MyD88 comp: 2; PMI act satM6P: 1.1; Hsp70 activator: -0.3; Diaph inh CS: 4; G6PDH CS: 2; Diaphorase act: 1; Redox H2O2 prof: -0.4; Lmaj promast: 24; RAM network inh: -0.2; S1P3 antag: -6; PMI act: 1.1

Results for CCCCCCCCn1cnc2c(N)c(C)c(C)cc21 ?
TLR4 MyD88 comp: 4; PMI act satM6P: 0.8; Hsp70 activator: 0.3; Diaph inh CS: 24; G6PDH CS: 1; Diaphorase act: 0.8; Redox H2O2 prof: 1.5; Lmaj promast: 91*; RAM network inh: -1.2; PMI act: 0.6

What do the screens show for `CCC/C=N/NC(=O)c1cc(-c2ccccc2)nc2ccccc12`?
TLR4 MyD88 comp: 0; PMI act satM6P: 1; Hsp70 activator: -0.3; Diaph inh CS: 14; G6PDH CS: 6; Diaphorase act: 0.9; Redox H2O2 prof: -0.1; Lmaj promast: -5; RAM network inh: 2.9; S1P3 antag: 10; PMI act: 1

What do the screens show for `C=CCn1c(SCC(=O)NC(=O)NC)nnc1C1CCCCC1`?
TLR4 MyD88 comp: -5; PMI act satM6P: 1.1; Hsp70 activator: 0.0; Diaph inh CS: 5; G6PDH CS: 7; Diaphorase act: 0.9; Redox H2O2 prof: 0.0; Lmaj promast: -2; RAM network inh: 0.5; S1P3 antag: -15; PMI act: 1.1

What do the screens show for `Cc1cccc(N2CCN(C(=O)CCCSc3nc4ccccc4[nH]3)CC2)c1C`?
TLR4 MyD88 comp: -10; PMI act satM6P: 1; Hsp70 activator: -0.4; Diaph inh CS: 21; G6PDH CS: 2; Diaphorase act: 0.8; Redox H2O2 prof: 2.3; Lmaj promast: 20; RAM network inh: -0.1; PMI act: 0.8

How did CC(=O)C(C(C)=O)C1(O)C(=O)c2ccccc2C1=O do in these assays?
TLR4 MyD88 comp: -14; PMI act satM6P: 0.6; Hsp70 activator: -0.1; Diaph inh CS: 15; G6PDH CS: 6; Diaphorase act: 0.9; Redox H2O2 prof: 88*; Lmaj promast: -6; RAM network inh: -1.3; S1P3 antag: -18; PMI act: 0.9

Results for O=c1oc(-c2cccnc2)nc2ccccc12 ?
TLR4 MyD88 comp: 4; PMI act satM6P: 0.9; Hsp70 activator: -0.3; Diaph inh CS: 19; G6PDH CS: 5; Diaphorase act: 0.8; Redox H2O2 prof: 0.6; Lmaj promast: -4; RAM network inh: 1.6; S1P3 antag: 21; PMI act: 1

Results for CCn1cc(/C=N\NC(=O)C2(C)CC2(Cl)Cl)c(C)n1 (stereo unspecified) ?
TLR4 MyD88 comp: 8; PMI act satM6P: 0.9; Hsp70 activator: -0.1; Diaph inh CS: 12; G6PDH CS: 16; Diaphorase act: 0.9; Redox H2O2 prof: -0.9; Lmaj promast: -4; RAM network inh: 0.9; S1P3 antag: -3; PMI act: 0.9

What do the screens show for `CCc1cc(C(=O)NNC(=O)CCl)sc1C`?
TLR4 MyD88 comp: -3; PMI act satM6P: 1; Hsp70 activator: -0.1; Diaph inh CS: -5; G6PDH CS: 3; Diaphorase act: 1.1; Redox H2O2 prof: -1.1; Lmaj promast: 14; RAM network inh: 4.2; S1P3 antag: 9; PMI act: 1.1

Fetched by compound from above:
What do the screens show for `Cc1cccc(N2CCN(C(=O)CCCSc3nc4ccccc4[nH]3)CC2)c1C`?
TLR4 MyD88 comp: -10; PMI act satM6P: 1; Hsp70 activator: -0.4; Diaph inh CS: 21; G6PDH CS: 2; Diaphorase act: 0.8; Redox H2O2 prof: 2.3; Lmaj promast: 20; RAM network inh: -0.1; PMI act: 0.8

How did CC(=O)C(C(C)=O)C1(O)C(=O)c2ccccc2C1=O do in these assays?
TLR4 MyD88 comp: -14; PMI act satM6P: 0.6; Hsp70 activator: -0.1; Diaph inh CS: 15; G6PDH CS: 6; Diaphorase act: 0.9; Redox H2O2 prof: 88*; Lmaj promast: -6; RAM network inh: -1.3; S1P3 antag: -18; PMI act: 0.9
